Screens deposited in PubChem by National Center for Advancing Translational Sciences (NCATS).
ELG1 DNA repair = inhibitors of ELG1-dependent DNA repair in HEK293T cells | HEK293T ELG1-luciferase reporter, luminescence, 16 h; DNA damage induced by 5-fluorouridine | Potency, µM (series often up to 46.1 µM), inactives show at the highest dose activity change, negative = inhibition, most hits filed as inhibitors | 2.3% of 330,000 active | AID 504467; note: potency is the fitted concentration of half-maximal effect; % is set by controls: 0 for no effect and ±100 for the full control effect; nearly all actives have a fitted effect of over 55% in size
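5-Fluorouridine DNA damage + compound/DMSO, 2,000 cells/well, 16 h, 37 °C/5% CO2. ONE-Glo, 30 min RT, luminescence. Readout = decrease in reporter signal.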
BCR signal inh = blocks chronic active B-cell receptor signaling | 0.05% of 340,000 active | ABC-DLBCL IkBa-CBG/CBR reporter, luminescence ratio, 4 h | Potency, µM (titrated, usually from 46.1 µM), without a hit: at the highest dose ratio change, negative = lower green/red ratio, usual class: inhibitors | AID 493014; active = well fitted inhibition curve with a large enough effect in the signal ratio, with a control signal flat, not every such curve was filed as active; inconclusive = small, poorly fitted or top-dose-only effect, or effect the other way, or a change in a side signal; the % refers to the signal ratio;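 note: potency is the fitted concentration of half-maximal effect; plate controls were basal doxycycline-induced cells for no effect and cells given 10 µM MG132 for full effect; MG132 reads +100%, hits lower the ratio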
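Doxycycline induced both beetle luciferases in TMD8 lymphoma cells; IKK-driven degradation limits the IkappaBalpha-fused green signal, while red luminescence normalises for cell number and nonspecific effects. Compounds tested up to 46 uM, 4 hrs.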
A-T KAP1 phos = potential ataxia-telangiectasia treatment; […] A-T fibroblasts, KAP-1 phosphorylation AlphaLISA; neocarzinostatin DNA damage 30 min before lysis; Potency, µM (top dose mostly 57.5 µM), for inactives: at the highest dose activation, actives largely listed as activators; 0.19% of 320,000 active; AID 485349; note: potency is the fitted concentration of half-maximal effect; % of control where 0% means no effect; nearly all actives have a fitted effect of over 45% in size
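hTERT-immortalized A-T patient fibroblasts ([…]), 500 cells/well in OPTI-MEM, 1% FBS, got compounds for 60 min, then NCS for 30 min at 37C. Lysates were then assayed for phospho-KAP-1 by AlphaLISA (anti-pKAP1 donor, anti-KAP1 acceptor beads), 6 hr at 25C.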
TSHR antagonist = antagonists of human thyroid stimulating hormone receptor. P16473. TSHR-expressing cells, TSH-stimulated cAMP HTRF, 2 h; active compounds read low. activity change, negative = inhibition, % at 11.5 µM. 0.2% of 330,000 active. AID 504810;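 active = activity change below a set negative limit, meaning inhibition stronger than a set level, cut at about -70% in these data; inconclusive = activity change between two set negative limits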; note: % is set by controls: 0 for no effect and ±100 for the full control effect
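Competitive HTRF cAMP read-out (cryptate anti-cAMP antibody, cAMP-d2; 30 min, room temperature) in freshly harvested TSHR cells. Compounds added before TSH at EC80 (4nM final), followed by 2 hours' incubation at 37 deg C.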
Mito fusion yeast = blocks mitochondrial division or promotes mitochondrial fusion; S. cerevisiae fusion-defective mutant growth rescue, CellTiterGlo 48 h; 0.23% of 320,000 active; Potency, µM (series often up to 46.1 µM), for inactives: top-dose growth rescue (activation), usual class: activators;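 note: potency is the fitted concentration of half-maximal effect; % of control where 0% means no effect; nearly all actives have a fitted effect of over 45% in size; temperature-sensitive fusion mutants such as fzo1-1 at 37 °C on non-fermentable ethanol glycerol medium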
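Compounds are tested for their ability to restore growth of mitochondrial fusion-defective yeast strains at non-permissive 37C in YPEG medium over 48 hours. Viability is quantified by luciferase luminescence.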
a7 integrin act = activates integrin-mediated alleviation for muscular dystrophy; Potency, µM (highest dose often 38.3 µM), for inactives: top-dose activation, hits mostly activators; alpha7betagal myoblasts, beta-gal FDG fluorescence, 48 h; 0.064% of 350,000 active;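 note: potency is the fitted concentration of half-maximal effect; 100% = response of the positive control SU9516; nearly all actives have a fitted effect of over 60% in size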
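alpha7betagal+/- myoblasts (passage 13, 250/well) treated 48 h at 37C with compounds at 1:260 dilution of DMSO stock. Lysed, then beta-galactosidase activity read as FDG fluorescence (ex 480/em 540) after 30 min, with pre-read for autofluorescence.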
Tb PFK inh = blocks T. brucei phosphofructokinase; O15648; T. brucei PFK, ADP-Glo luminescence; Potency, µM (doses to about 57.5 µM), for the others: at the top dose activity, negative = inhibition, actives largely listed as inhibitors; 0.17% of 330,000 active; AID 485367;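 note: potency is the fitted concentration of half-maximal effect; 0% = uninhibited 1x PFK enzyme wells and -100% = no-enzyme wells; nearly all actives have a fitted effect of over 60% in size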
Target sequence (O15648 whole entry, looked up): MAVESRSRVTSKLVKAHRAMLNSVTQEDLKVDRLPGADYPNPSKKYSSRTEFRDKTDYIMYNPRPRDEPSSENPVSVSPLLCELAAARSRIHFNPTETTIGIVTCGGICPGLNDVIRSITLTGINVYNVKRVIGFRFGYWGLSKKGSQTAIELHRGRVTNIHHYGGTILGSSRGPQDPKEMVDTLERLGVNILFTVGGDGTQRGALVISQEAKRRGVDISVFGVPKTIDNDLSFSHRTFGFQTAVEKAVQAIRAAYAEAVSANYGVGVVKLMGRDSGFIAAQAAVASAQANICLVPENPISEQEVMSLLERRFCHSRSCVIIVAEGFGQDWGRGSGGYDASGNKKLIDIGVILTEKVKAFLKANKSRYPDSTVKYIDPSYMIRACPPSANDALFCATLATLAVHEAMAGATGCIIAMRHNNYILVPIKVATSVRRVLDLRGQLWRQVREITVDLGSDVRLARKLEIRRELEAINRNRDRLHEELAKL
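ADP-Glo luminescence quantified ADP after 45 min at room temperature, with 1.25 nM T. brucei PFK, 0.1 mM ATP and 0.5 mM fructose-6-phosphate in pH 8.0 TEA buffer. qHTS titrations up to 57 µM; curves classified by quality.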
TCR act = activators of T cell receptors; Potency, µM (highest dose often 9.22 µM), for the others: top-dose activation of IL-2 secretion, actives largely listed as activators; primary human leukocytes, anti-CD3, IL-2 HTRF, 48 h; 330,000 tested, under 10 active; note: % of control where 0% means no effect
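IL-2 release read by HTRF sandwich (Eu cryptate donor, d2 acceptor, 665 nm emission) after 48 hr exposure of primary human leukocytes to compound together with anti-CD3 beads in the absence of co-stimulatory signals.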
Eya2 phos inh = Eya2 (human) phosphatase inhibition; O00167; recombinant Eya2, OMFP fluorescence dephosphorylation (OMFP is methylfluorescein phosphate); Potency, µM (titrated, usually from 76.9 µM), for the others: at the top dose activity, negative = inhibition, most hits filed as inhibitors; 0.006% of 330,000 active; AID 488837; note: potency is the fitted concentration of half-maximal effect; % is set by controls: 0 for no effect and ±100 for the full control effect
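Eya2 (0.2 uM) preincubated 10 min at ambient with compound, then OMFP substrate added at 50 uM; 10 min reaction in 50 mM HEPES pH 7.5, 50 mM NaCl, 5 uM MgCl2, 0.05% BSA, 1 mM DTT. Fluorescence read at Ex 485/Em 525 nm.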
S-ASM inh = human S-ASM enzyme inhibition | placental ASM, HMU-PC fluorogenic substrate, 60 min | Potency, µM (titrated, usually from 57.5 µM), without a hit: at the top dose activity change, negative = inhibition, most hits filed as inhibitors | AID 504937 | 0.006% of 340,000 active; note: potency is the fitted concentration of half-maximal effect
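Fluorescence read-out (Ex 386 nm, Em 447 nm) after stopping the reaction at pH 10. Enzyme: ASM from human placenta; substrate HMU-PC0, 9 uM final; 60 min, 37 °C. Compound preincubation 10 min, ambient temperature.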
PTAP TSG101 blk = blocks PTAP/TSG101 interaction to inhibit HIV-1 budding; Fluorescence polarization, FITC-PTAP peptide / Tsg101 binding; Potency, µM (highest dose often 115 µM), inactives show top-dose activity change, negative = inhibition, hits mostly inhibitors; 340,000 tested, under 10 active; active = well fitted inhibition curve with a large enough effect in the main read-out, with a control signal flat, not every such curve was filed as active; inconclusive = small, poorly fitted or top-dose-only effect, or effect the other way, or a change in a side signal; inactive = no such curve, though single readings can be large or run the other way; note: potency is the fitted concentration of half-maximal effect; % of control where 0% means no effect
Target sequence (Q99816 whole entry, looked up): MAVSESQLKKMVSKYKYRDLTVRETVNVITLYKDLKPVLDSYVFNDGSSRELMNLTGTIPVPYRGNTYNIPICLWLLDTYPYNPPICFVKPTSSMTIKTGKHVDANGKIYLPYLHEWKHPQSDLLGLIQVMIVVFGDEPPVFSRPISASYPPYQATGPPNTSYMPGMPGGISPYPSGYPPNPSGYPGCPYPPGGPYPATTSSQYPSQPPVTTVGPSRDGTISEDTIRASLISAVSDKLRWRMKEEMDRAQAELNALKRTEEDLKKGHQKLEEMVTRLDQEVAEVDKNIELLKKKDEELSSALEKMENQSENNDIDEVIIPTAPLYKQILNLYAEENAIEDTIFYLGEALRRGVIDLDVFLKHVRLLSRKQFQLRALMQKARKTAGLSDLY
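FP read-out: FITC-PTAP peptide, 50 nM final, binding Tsg101 binding domain, 10 uM final; 20 min, r.t.; 10 mM HEPES pH 7.5, 0.15 M NaCl, 0.01% Tween 20, 3 mM EDTA, 0.1 mM TCEP.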
Numbers without * were called inactive; [ ] = dose if it differs, or a comment. Unless noted, calls come from the whole dose curve; as a rule, active = well fitted curve in the direction sought with a large enough effect; inconclusive = small, poorly fitted or top-dose-only effect, or another doubt; inactive = no such curve, though single readings can be large; an effect the other way counts as inactive or inconclusive.

Results for COc1cc(OC)cc(-c2c(C#Cc3ccsc3)c3cc(-c4ccc5c(c4)OCCO5)ccc3n2C)c1 ?
ELG1 DNA repair: 3%; BCR signal inh: -5%; A-T KAP1 phos: -5%; TSHR antagonist: -8; Mito fusion yeast: -7%; a7 integrin act: -14%; Tb PFK inh: 4%; TCR act: 1%; Eya2 phos inh: -18%; S-ASM inh: 115%[activator]; PTAP TSG101 blk: 4%

How did CCOC(=O)C1=C(c2ccc(OC)cc2)OC(N)=C(C#N)C1c1cccnc1 (configuration not stated) do in these assays?
ELG1 DNA repair: 0%; BCR signal inh: 1%; A-T KAP1 phos: -5%; TSHR antagonist: 5; Mito fusion yeast: 1%; a7 integrin act: -6%; Tb PFK inh: -3%; TCR act: -3%; Eya2 phos inh: -4%; S-ASM inh: 1%; PTAP TSG101 blk: 4%

Results for Cc1ccc(-n2c(Cc3cccs3)nnc2SCC(N)=O)cc1 ?
ELG1 DNA repair: 1%; BCR signal inh: 4%; A-T KAP1 phos: 2%; TSHR antagonist: -9; Mito fusion yeast: 0%; a7 integrin act: 2%; Tb PFK inh: -1%; TCR act: 2%; Eya2 phos inh: 2%; S-ASM inh: 4%; PTAP TSG101 blk: -6%

What do the screens show for `C=CCn1c(NCc2ccc(N(C)C)cc2)nc2ccccc21`?
ELG1 DNA repair: inconclusive; BCR signal inh: -16%; A-T KAP1 phos: -6%; TSHR antagonist: 12; Mito fusion yeast: -4%; a7 integrin act: 5%; Tb PFK inh: -5%; TCR act: 1%; Eya2 phos inh: 3%; S-ASM inh: 1%; PTAP TSG101 blk: 2%

How did c1cncc(-c2ccc3[nH]ccc3c2)c1 do in these assays?
ELG1 DNA repair: inconclusive; BCR signal inh: -6%; A-T KAP1 phos: 4%; TSHR antagonist: -8; Mito fusion yeast: 8%; a7 integrin act: 21%; Tb PFK inh: -4%; TCR act: -3%; Eya2 phos inh: -6%; S-ASM inh: -4%; PTAP TSG101 blk: 1%

What do the screens show for `O=C(c1ccc(OC2CCN(Cc3ccccc3O)CC2)cc1)N1CCCCC1`?
ELG1 DNA repair: -4%; BCR signal inh: 0%; A-T KAP1 phos: 2%; TSHR antagonist: -13; Mito fusion yeast: 0%; a7 integrin act: -7%; Tb PFK inh: 0%; TCR act: 5%; Eya2 phos inh: 2%; S-ASM inh: 0%; PTAP TSG101 blk: 0%

What do the screens show for `COc1ccccc1NS(=O)(=O)c1ccc(C(=O)NCC(c2ccco2)N(C)C)cc1` (configuration not stated)?
ELG1 DNA repair: 24%; BCR signal inh: -1%; A-T KAP1 phos: -2%; TSHR antagonist: 0; Mito fusion yeast: 0%; a7 integrin act: 2%; Tb PFK inh: 17%; TCR act: 13%; Eya2 phos inh: -11%; S-ASM inh: 8%; PTAP TSG101 blk: -8%

What do the screens show for `O=C(c1noc2c1CCCC2)N1CCc2c([nH]c3ccccc23)C1c1ccccn1` (configuration not stated)?
ELG1 DNA repair: inconclusive; BCR signal inh: 12%; A-T KAP1 phos: 3%; TSHR antagonist: -7; Mito fusion yeast: 4%; a7 integrin act: 0%; Tb PFK inh: 5%; TCR act: -1%; Eya2 phos inh: 8%; S-ASM inh: -4%; PTAP TSG101 blk: -2%

How did C=CCn1c(=O)n(CCOC)c(=O)c2sc3ccccc3c21 do in these assays?
ELG1 DNA repair: 3%; BCR signal inh: inconclusive; A-T KAP1 phos: 6%; TSHR antagonist: -9; Mito fusion yeast: 4%; a7 integrin act: -15%; Tb PFK inh: 0%; TCR act: 3%; Eya2 phos inh: 2%; S-ASM inh: 12%; PTAP TSG101 blk: -5%

What do the screens show for `CCCOc1cc(C)c(S(=O)(=O)NC2CC(C)(C)NC(C)(C)C2)cc1C`?
ELG1 DNA repair: -12%; BCR signal inh: inconclusive; A-T KAP1 phos: -3%; TSHR antagonist: 6; Mito fusion yeast: -7%; a7 integrin act: -42%; Tb PFK inh: -3%; TCR act: -4%[46.1 µM]; Eya2 phos inh: -10%; S-ASM inh: 2%; PTAP TSG101 blk: -2%

Results for C/C(CC(=O)Nc1ccc(OCc2ccccc2)cc1)=N\NC(=O)C(=O)Nc1cccc(C)c1 ?
ELG1 DNA repair: inconclusive; BCR signal inh: inconclusive; A-T KAP1 phos: 4%; TSHR antagonist: -4; Mito fusion yeast: 21%; a7 integrin act: -43%; Tb PFK inh: 5%; TCR act: 1%[46.1 µM]; Eya2 phos inh: -1%; S-ASM inh: -3%; PTAP TSG101 blk: -2%

How did O=C(c1cccc(S(=O)(=O)N2CCOCC2)c1)N1CCN(c2ccccc2)CC1 do in these assays?
ELG1 DNA repair: 0%; BCR signal inh: 3%; A-T KAP1 phos: 1%; TSHR antagonist: 2; Mito fusion yeast: -5%; a7 integrin act: -6%; Tb PFK inh: -1%; TCR act: 7%; Eya2 phos inh: -6%; S-ASM inh: -2%; PTAP TSG101 blk: 0%

What do the screens show for `Cc1ccc2[nH]cc(S(=O)(=O)c3ccc(F)cc3)c(=O)c2c1`?
ELG1 DNA repair: -13%; BCR signal inh: inconclusive; A-T KAP1 phos: 7%; TSHR antagonist: -11; Mito fusion yeast: 4%; a7 integrin act: 8%; Tb PFK inh: 0%; TCR act: -3%; Eya2 phos inh: 18%; S-ASM inh: 8%; PTAP TSG101 blk: 2%

Results for O=C(O)c1ccccc1/C=N/NC(=O)C1CCCC1 ?
ELG1 DNA repair: 11%; BCR signal inh: 0%; A-T KAP1 phos: 2%; TSHR antagonist: 5; Mito fusion yeast: -3%; a7 integrin act: inconclusive; Tb PFK inh: 1%; TCR act: -5%; Eya2 phos inh: 2%; S-ASM inh: 0%; PTAP TSG101 blk: -8%

What do the screens show for `CC(C)c1ccc(S(=O)(=O)Nc2ccc(-n3cnnn3)cc2)cc1`?
ELG1 DNA repair: 10%; BCR signal inh: 15%; A-T KAP1 phos: 9%; TSHR antagonist: 5; Mito fusion yeast: inconclusive; a7 integrin act: 0%; Tb PFK inh: -11%; TCR act: -1%; Eya2 phos inh: 6%; PTAP TSG101 blk: 0%

What do the screens show for `Cc1cccc(N2CC(C(=O)Nc3ccccc3N3CCCC3)CC2=O)c1C` (configuration not stated)?
ELG1 DNA repair: -4%; BCR signal inh: 2%; A-T KAP1 phos: 0%; TSHR antagonist: -19; Mito fusion yeast: 1%; a7 integrin act: 8%; Tb PFK inh: 0%; TCR act: -1%; Eya2 phos inh: 0%; S-ASM inh: 1%; PTAP TSG101 blk: -4%

What do the screens show for `CN(c1ccc(OCC(=O)N2CCCCC2)cc1)S(=O)(=O)c1cccs1`?
ELG1 DNA repair: -25%; BCR signal inh: 2%; A-T KAP1 phos: -7%; TSHR antagonist: 11; Mito fusion yeast: 4%; a7 integrin act: -43%; Tb PFK inh: 0%; TCR act: 2%; Eya2 phos inh: -5%; S-ASM inh: 1%; PTAP TSG101 blk: -5%

Results for CCc1cccc(CC)c1NC(=O)COC(=O)c1cccc(-c2ccc(OC(C)=O)cc2)c1 ?
ELG1 DNA repair: 5%; BCR signal inh: 1%; A-T KAP1 phos: 0%; TSHR antagonist: 2; Mito fusion yeast: -3%; a7 integrin act: 4%; Tb PFK inh: 0%; TCR act: 5%[46.1 µM]; Eya2 phos inh: 5%; S-ASM inh: 1%; PTAP TSG101 blk: -1%

How did Cn1c(=O)c2c(ncn2CC(=O)Nc2ccc(N3CCOCC3)cc2)n(C)c1=O do in these assays?
Mito fusion yeast: -1%; a7 integrin act: 11%; TCR act: -2%; S-ASM inh: 2%; PTAP TSG101 blk: -11%

How did Cc1ccc(CN2CCN(/N=C/c3ccc(O)c(O)c3)CC2)cc1 do in these assays?
ELG1 DNA repair: -5%; BCR signal inh: 1%; A-T KAP1 phos: -4%; TSHR antagonist: -7; Mito fusion yeast: 1%; a7 integrin act: -1%; Tb PFK inh: -7%; TCR act: 1%; Eya2 phos inh: -9%; S-ASM inh: 2%; PTAP TSG101 blk: 1%
